C diff HTS: C. difficile growth inhibition; Clostridium difficile clinical isolate growth, OD600, 24 h; hits give low values; growth activity, negative = inhibition, % at 16 µg/mL (by protocol); actives 0.25% (n = 86,000); AID 1259249;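 active = mean growth activity at or below -80% and every replicate also at or below -80%; inconclusive = mean at or below -80% but some replicate above -80%; inactive = mean growth activity above -80%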;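 also: 0% = DMSO wells and -100% = levofloxacin 16 µg/mL wells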
KDM4C inh: inhibitors of human demethylase GASC-1 KDM4C | Q9H3R0 | GST-KDM4C 2-372, H3K9me3 peptide, LANCE TR-FRET | inhibition, % at 12.5 µM | actives 0.15% (n = 96,000) | AID 720574;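 active = mean replicate inhibition above about 25%, with at least 55% of replicates also reaching it, limit read from the data, passing the limit was not always enough; inconclusive = only one of those two conditions met; inactive = neither condition met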
Target sequence (Q9H3R0 2-372 limits assumed): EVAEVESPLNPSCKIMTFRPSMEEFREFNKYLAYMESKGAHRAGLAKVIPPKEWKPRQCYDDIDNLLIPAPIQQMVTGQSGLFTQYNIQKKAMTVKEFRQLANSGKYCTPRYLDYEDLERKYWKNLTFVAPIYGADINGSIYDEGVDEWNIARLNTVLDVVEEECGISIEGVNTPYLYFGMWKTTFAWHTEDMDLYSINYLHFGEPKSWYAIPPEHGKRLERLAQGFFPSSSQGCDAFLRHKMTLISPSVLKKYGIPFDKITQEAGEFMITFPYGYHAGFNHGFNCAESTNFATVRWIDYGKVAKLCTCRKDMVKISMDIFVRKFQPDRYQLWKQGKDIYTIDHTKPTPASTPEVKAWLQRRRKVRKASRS
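reagent = H3K9me3 peptide substrate, Fe(II), 2-oxoglutarate | system = GST-tagged GASC-1 (JMJD2C) catalytic fragment, aa 2-372 | amount = enzyme final amount 10 nM | read-out = Fall in 671/618 emission ratio as inhibition | medium = HEPES buffer, pH 7.5, plus ascorbate | schedule = 30 min reaction, 60 min detection, RT | measured by = LANCE TR-FRET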
T cruzi growth: blocks T. cruzi growth in NIH3T3 culture; T. cruzi beta-gal in NIH3T3, GalScreen luminescence, 90 h; actives 5.9% (n = 77,000); inhibition, % at 8.34 µM;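 active = mean inhibition above about 93%, with at least 55% of replicates each passing it, limit read from the data, passing the limit was not always enough; inconclusive = only one of those two conditions holds; inactive = neither condition holds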
Pf Dd2 inh: P. falciparum Dd2 growth inhibition | SYBR Green, 72 h; hits give low values | actives 2.3% (n = 94,000) | activity change, % at 10 µM; in the data active = activity change below about -80%; inconclusive = no clear call, values can overlap the other calls
An asterisk follows results filed as active; ? = inconclusive; . = not tested or not shown; & = joins results of further samples. Rows are unselected. Share with any hit: about 6.7%.

smiles	C diff HTS	KDM4C inh	T cruzi growth	Pf Dd2 inh
C[C@H](CO)N1C[C@H](C)[C@H](CN(C)C(=O)Nc2ccc(F)cc2)Oc2ncc(C#Cc3cccc(F)c3)cc2C1=O	59.2	-3.3	?	-8.3
COCC(=O)N(C)C[C@@H]1[C@@H](c2ccc(-c3cccnc3)cc2)[C@H](CO)N1C(C)=O	-3.8	1.0	90.5	22.3
Cc1noc(C)c1NC(=O)N(C)C[C@@H]1OCc2cn(nn2)CCCC(=O)N([C@H](C)CO)C[C@@H]1C	-1.1	-0.7	?	1.0
C[C@@H]1CN([C@@H](C)CO)C(=O)c2cc(NC(=O)Cc3ccccc3)ccc2O[C@@H](C)CCCCO[C@@H]1CN(C)S(=O)(=O)c1ccc(F)cc1	1.8	-1.0	53.7	-86.7*
C[C@@H]1CN([C@H](C)CO)C(=O)CCCn2cc(nn2)CO[C@H]1CN(C)C(=O)C1CCCCC1	0.3	0.0	6.1&-19.2	20.4&-33.5
C[C@@H]1CN([C@@H](C)CO)C(=O)c2cccc(NC(=O)Nc3ccccc3)c2O[C@@H]1CN(C)S(=O)(=O)c1cccs1	.	-1.3	47.2	-32.7
COc1ccc(NC(=O)N(C)C[C@H]2Oc3c(NC(=O)C4CCCCC4)cccc3C(=O)N([C@@H](C)CO)C[C@H]2C)cc1	-4.7	-2.7	-31.8	-45.9
COc1ccc(S(=O)(=O)N(C)C[C@@H]2Oc3c(NC(=O)C4CC4)cccc3C(=O)N([C@@H](C)CO)C[C@H]2C)cc1	-0.6	-3.0	7.3	-9.2
C[C@H](CO)N1C[C@H](C)[C@@H](CN(C)CC2CC2)OCc2cnnn2CCCC1=O	3.9	0.0	4.2&-29.2	15.4&0.8
COc1ccccc1NC(=O)N[C@H]1CC[C@@H](CC(=O)N[C@H](C)c2ccccc2)O[C@@H]1CO	.	-0.6	-10.3	11.7
C[C@H]1CN([C@@H](C)CO)C(=O)Cc2cc(NC(=O)C3CC3)ccc2O[C@H]1CN(C)S(=O)(=O)c1cccs1	-0.4	0.2	19.3	10.6
COc1ccc(-c2ccc([C@@H]3[C@H]4CN(CC5CCOCC5)CCCCN4[C@H]3CO)cc2)cc1	-11.8	-2.2	79.5	34.6
CCC(=O)N1CC(=O)N2[C@H](C1)[C@@H](c1ccc(C#CCc3ccccc3)cc1)[C@@H]2CO	-10.7	0.9	.	-17.5
C[C@@H]1CN([C@H](C)CO)C(=O)c2cccc(NC(=O)NC3CCCCC3)c2O[C@@H]1CN(C)S(=O)(=O)c1ccc(Cl)cc1	-10.9	-0.9	.	-4.7
CNC(=O)C[C@@H]1CC[C@H]2[C@@H](COc3ccc(NC(=O)Nc4ccc(F)c(F)c4)cc3C(=O)N2C)O1	-6.8	1.2	-4.2	-52.3
CCCNC(=O)N(C)C[C@@H]1Oc2ncc(C#CCc3ccccc3)cc2C(=O)N([C@@H](C)CO)C[C@H]1C	1.4	-0.9	.	-38.6
O=C(C[C@H]1CC[C@@H]2[C@H](COC[C@@H](O)CN2Cc2ccncc2)O1)NCc1ccccc1Cl	6.4&-5.9	10.5	.	2.4
CCCNC(=O)[C@@H]1[C@@H](CO)[C@@H]2Cn3c(cccc3=O)[C@H]1N2C(=O)C1CCCC1	4.2	2.4	38.2	2.3
C[C@@H]1CCCCO[C@@H](CN(C)Cc2ccncc2)[C@@H](C)CN([C@@H](C)CO)C(=O)c2cc(NC(=O)c3ccncc3)ccc2O1	-12.1	0.7	18.5	12.4
CN1C[C@H]2[C@@H](c3ccccc31)[C@H](CO)N2C(=O)CN1CCOCC1	13.0	-0.4	3.2	-5.4
COC(=O)C[C@H]1CC[C@@H]2[C@H](COc3ccc(NC(=O)c4cc(C)on4)cc3C(=O)N2C)O1	1.8	-0.3	-8.4	-4.1
COc1ccc(NC(=O)Nc2cccc3c2O[C@H](CN(C)Cc2ccc4c(c2)OCO4)[C@H](C)CN([C@@H](C)CO)C3=O)cc1	22.0	1.8	-48.6	-13.6
COc1ccccc1CNC(=O)C[C@@H]1C[C@@H]2c3cc(NC(=O)C4CCC4)ccc3O[C@@H]2[C@H](CO)O1	.	0.7	48.5	-22.1
CCCNC(=O)N(C)C[C@@H]1Oc2cc(C#CC3CC3)ccc2S(=O)(=O)N([C@H](C)CO)C[C@H]1C	-4.8	0.0	38.8	1.7
C[C@@H]1CN([C@@H](C)CO)C(=O)c2c(c3ccccc3n2C)-c2ccccc2CO[C@@H]1CN(C)Cc1ccc(F)cc1	24.3	0.2	.	-56.1
COc1ccc(NC(=O)Nc2cccc3c2O[C@H](CN(C)S(=O)(=O)c2ccc(Cl)cc2)[C@@H](C)CN([C@H](C)CO)C3=O)cc1	-10.9	-0.7	32.0	-2.3
C/C=C/c1ccc([C@H]2[C@@H](CO)N3C(=O)CN(C(=O)Nc4ccc(F)cc4)C[C@H]23)cc1	-19.9	-2.7	.	-38.8
CCCNC(=O)Nc1ccc2c(c1)C(=O)N(C)C[C@@H](OC)[C@@H](C)CN(CC1CCCC1)[C@H](C)CO2	.	1.5	-24.2	.
C[C@H](CO)N1C[C@H](C)[C@H](CN(C)Cc2cccc(F)c2)Oc2cc(-c3ccccc3)ccc2S1(=O)=O	12.7	0.2	120.5*	-39.7
C[C@H]1CN([C@@H](C)CO)C(=O)Cc2cc(NS(=O)(=O)c3cn(C)cn3)ccc2O[C@H]1CN(C)CC1CCCCC1	.	2.8	-19.2	12.6
CN(C)C(=O)c1cccc(-c2ccc(C3[C@H]4CNC[C@@H]3N4S(=O)(=O)c3ccc(Cl)cc3)cc2)c1 (stereo partly specified)	-8.1&-2.6	-2.2&-2.3	.	-12.3&-38.5
CCCNC(=O)NC[C@H]1CC[C@@H]2[C@@H](CN2S(=O)(=O)c2ccccc2[N+](=O)[O-])O1	0.3	.	.	27.8
COCC(=O)N1CC(=O)N2[C@H](C1)[C@@H](c1ccc(C#Cc3cccnc3)cc1)[C@@H]2CO	-4.0	0.2	.	5.6
CN1[C@@H]2Cn3c(ccc(-c4ccccc4)c3=O)[C@H]1[C@@H](C(=O)NCCc1ccccc1)[C@@H]2CO	-3.3	-2.6	48.3	8.9
CN(C[C@H]1N[C@@H](CO)[C@@H]1c1ccccc1)C(=O)c1ccccn1	-4.0	0.8	16.5	3.9
CC(C)c1cn(CC[C@@H]2CC[C@H](NS(=O)(=O)c3ccc(Cl)cc3)[C@@H](CO)O2)nn1	-1.9	1.3	8.8	-20.4
C[C@H](CO)N1C[C@H](C)[C@@H](CN(C)S(=O)(=O)c2ccc(F)cc2)Oc2c(NC(=O)Nc3ccc(F)cc3)cccc2C1=O	-5.3	-1.8	20.8	-8.7
O=S(=O)(Cc1ccccc1)N1CCCCN2[C@H](CO)[C@@H](c3ccc(-c4ccccc4)cc3)[C@H]2C1	-1.8	0.2	112.3*	-26.4
COCC(=O)N1[C@H](C#N)[C@@H](c2ccccc2-c2ccc(C)cc2)[C@@H]1CO	19.6	-1.7	.	-71.1
CCNC(=O)Nc1ccc2c(c1)C(=O)N(C)[C@@H]1CC[C@@H](CC(=O)NCC3CC3)O[C@@H]1CO2	2.2	1.3	-26.7	7.5
C[C@H](CO)N1C[C@H](C)[C@@H](CN(C)C)Oc2ccc(NS(=O)(=O)c3ccccc3)cc2C1=O	-1.4	0.4	-32.9	3.7
CC(=O)N(C)C[C@H]1Oc2ncc(C#Cc3ccccn3)cc2C(=O)N([C@@H](C)CO)C[C@H]1C	3.1	1.9	64.4	30.2
COc1ccccc1S(=O)(=O)N[C@@H]1CC[C@@H](CCNC(=O)C2CCCCC2)O[C@@H]1CO	2.1	-0.1	-9.6	-1.1
C[C@@H]1CN([C@H](C)CO)C(=O)c2cccc(NC(=O)NC3CCCCC3)c2O[C@@H]1CN(C)C(=O)Nc1ccc(C(F)(F)F)cc1	6.0	.	43.6	-30.1
CC(C)NC(=O)N(C)C[C@H]1OCCCC[C@H](C)Oc2ccc(NS(=O)(=O)c3ccccc3)cc2C(=O)N([C@@H](C)CO)C[C@H]1C	-0.7	0.2	-51.1	-5.7
CS(=O)(=O)N1[C@H](CO)[C@@H](c2ccc(C#CC3CC3)cc2)[C@@H]1C#N	1.7	-0.8	84.7	-25.9
COc1ccc(CNC(=O)C[C@@H]2C[C@H]3c4cc(NS(=O)(=O)c5ccc(F)cc5)ccc4O[C@H]3[C@H](CO)O2)cc1	0.5	-0.8	-53.7	-28.7
CCCNC(=O)N1CC2(CCN(C(=O)C3CCCCC3)CC2)c2c([nH]c3cc(OC)ccc23)[C@H]1CO	-8.0	-0.6	.	-2.6
C[C@H]1CCCCO[C@@H](CN(C)Cc2ccc(C(F)(F)F)cc2)[C@@H](C)CN([C@@H](C)CO)C(=O)c2cc(NC(=O)Nc3cccc4ccccc34)ccc2O1	3.6	-0.7	?	-27.1
C[C@@H]1CN([C@@H](C)CO)C(=O)Cc2cc(NC(=O)CCC(F)(F)F)ccc2O[C@H]1CN(C)C(=O)Nc1ccccc1	-6.5	1.5	17.7	-3.7
O=C(C1CCCC1)N1CC(=O)N2[C@@H](CO)[C@H](c3ccc(-c4cccnc4)cc3)[C@@H]2C1	-8.5	-1.2	.	9.3
CC(C)CC#Cc1cnc2c(c1)C(=O)N([C@@H](C)CO)C[C@@H](C)[C@H](CN(C)S(=O)(=O)c1ccccc1)O2	-10.3	-2.2	78.3	-21.7
C[C@H](CO)N1C[C@H](C)[C@@H](CN(C)Cc2ccc(C(F)(F)F)cc2)OCCCC[C@H](C)Oc2ccc(NS(=O)(=O)c3ccc(Cl)cc3)cc2C1=O	19.5	1.1	94.8	15.8
Cc1cc(C(=O)Nc2cccc3c2O[C@H](CN(C)C(=O)NC2CCCCC2)[C@@H](C)CN([C@H](C)CO)C3=O)n(C)n1	-0.1	8.5	-23.1	-0.3
COCC#Cc1ccc2c(c1)O[C@H](CN(C)C(=O)COC)[C@@H](C)CN([C@H](C)CO)S2(=O)=O	-4.2	4.6	-7.1	27.1
COc1ccc(S(=O)(=O)Nc2cccc3c2O[C@@H](CN(C)Cc2ccc(-c4ccccc4)cc2)[C@@H](C)CN([C@@H](C)CO)C3=O)cc1	40.7	-1.0	42.9	-25.3
CCC(=O)N1C[C@H](C)[C@H](OC)CN(C)C(=O)c2ccc(NC(=O)CC(F)(F)F)cc2OC[C@@H]1C	-0.9	-1.5	-14.9	2.4
C[C@@H]1CN([C@@H](C)CO)C(=O)Cc2cc(N(C)C)ccc2O[C@H]1CN(C)Cc1ccc2c(c1)OCO2	-0.6	2.5	84.6	-63.0
C[C@@H]1CCCCO[C@H](CN(C)C(=O)c2ccccc2)[C@H](C)CN([C@@H](C)CO)C(=O)c2cc(NC(=O)CCCCCC(=O)Nc3ccccc3N)ccc2O1	-0.6	1.4	98.6*	-47.0
CCC(=O)N1C[C@H]2[C@@H](c3ccccc31)[C@@H](CO)N2Cc1ccc(F)cc1	-3.4	1.2	25.0	-5.0

Entries of single compounds as entered above.
CCC(=O)N1C[C@H]2[C@@H](c3ccccc31)[C@@H](CO)N2Cc1ccc(F)cc1 is entered as C diff HTS = -3.4; KDM4C inh = 1.2; T cruzi growth = 25.0; Pf Dd2 inh = -5.0
COc1ccc(S(=O)(=O)Nc2cccc3c2O[C@@H](CN(C)Cc2ccc(-c4ccccc4)cc2)[C@@H](C)CN([C@@H](C)CO)C3=O)cc1 is entered as C diff HTS = 40.7; KDM4C inh = -1.0; T cruzi growth = 42.9; Pf Dd2 inh = -25.3

The results go on.
smiles	C diff HTS	KDM4C inh	T cruzi growth	Pf Dd2 inh
Cc1noc(C)c1NC(=O)N(C)C[C@@H]1Oc2ncc(C#CC3CC3)cc2C(=O)N([C@@H](C)CO)C[C@@H]1C	-0.9	0.6	35.8&2.2	30.4&29.2
C[C@H](CO)N1C[C@H](C)[C@@H](CN(C)Cc2ccc(C(=O)O)cc2)Oc2cc(/C=C/c3ccccc3)ccc2S1(=O)=O	-3.1	.	51.1	-26.1
C[C@@H]1CN([C@@H](C)CO)C(=O)Cc2cc(NC(=O)Cc3ccccc3)ccc2O[C@H]1CN(C)C(=O)Nc1ccccc1	4.9	-0.3	0.1	-13.5
C[C@H](CO)N1C[C@H](C)[C@@H](CN(C)Cc2ccc(Cl)c(Cl)c2)Oc2ccc(NS(=O)(=O)c3ccc(F)cc3)cc2CC1=O	.	-5.3	54.8	-39.8
O=C(CN1CCOCC1)NCC[C@H]1CC[C@H](NC(=O)Cc2ccccn2)[C@@H](CO)O1	.	2.8	40.2	15.4
CN(C)C(=O)c1ccc(-c2ccc([C@@H]3[C@H]4CN(C(=O)C5CCCC5)CC(=O)N4[C@H]3CO)cc2)cc1	-11.2	-0.9	.	-33.7
CN1C[C@H]2[C@@H](c3ccccc31)[C@@H](CO)N2C(=O)CN1CCOCC1	-6.4	-0.9	32.5	12.8
CN(C)C(=O)c1cccc(-c2ccc3c(c2)[C@H]2[C@H](CCN2C(=O)C2CCCC2)[C@H](CO)N3)c1	-1.6	5.0	.	-75.3
